# p97 inhibitor – inhibitors of human p97 ATPase, primary screen, biochemical. Transitional endoplasmic reticulum ATPase (Homo sapiens), P55072. recombinant p97 ATPase, Kinase-Glo ATP luminescence, 3 h. inhibition, % at 8 µM. 0.42% of 220,000 active; in the data active means inhibition above about 15%;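 further: 0% = DMSO vehicle and 100% = wells lacking enzyme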
# Furin inhibitor – human furin inhibitors, primary screen, biochemical, fluorescence intensity; P09958; purified furin, fluorogenic substrate cleavage; inhibition, % at 30 µM; 0.061% of 220,000 active; in the data active means inhibition above about 25%; further: inactives centre near -15
# Runt-SMMHC FRET – inhibitors of RUNX1 Runt–CBFb-SMMHC binding, primary screen, biochemical, FRET, Cerulean-Runt, Venus-CBFb-SMMHC, uHTS; Runt-related transcription factor 1 (Homo sapiens) + Core-binding factor subunit beta …; inhibition, % at 20 µM; AID 1434, 2008; Cerulean-Runt/Venus-CBFb-SMMHC FRET ratio 530/480, 1 h; 0.74% of 220,000 active;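 active means mean inhibition across duplicate retests at 20 µM reaching about 50%, limit read from the data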;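 further: 0% = DMSO wells and 100% = wells with excess untagged CBFb-SMMHC; inhibitors lower the FRET ratio by blocking Runt binding to CBFb-SMMHC; some results filed as inactive read as strong as hits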
# Target sequence (Q01196 whole entry, looked up): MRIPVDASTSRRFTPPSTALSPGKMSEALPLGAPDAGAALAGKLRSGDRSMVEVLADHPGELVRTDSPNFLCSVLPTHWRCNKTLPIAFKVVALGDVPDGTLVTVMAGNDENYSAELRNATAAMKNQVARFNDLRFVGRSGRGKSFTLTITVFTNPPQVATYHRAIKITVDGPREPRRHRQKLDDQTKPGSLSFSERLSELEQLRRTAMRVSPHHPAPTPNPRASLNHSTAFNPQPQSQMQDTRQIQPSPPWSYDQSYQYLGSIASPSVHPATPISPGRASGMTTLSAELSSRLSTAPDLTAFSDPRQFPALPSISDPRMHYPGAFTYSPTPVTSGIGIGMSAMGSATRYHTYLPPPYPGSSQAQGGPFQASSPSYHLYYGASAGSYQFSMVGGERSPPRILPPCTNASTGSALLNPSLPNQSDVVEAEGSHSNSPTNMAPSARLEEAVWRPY
# Target sequence (Q13951 whole entry, looked up): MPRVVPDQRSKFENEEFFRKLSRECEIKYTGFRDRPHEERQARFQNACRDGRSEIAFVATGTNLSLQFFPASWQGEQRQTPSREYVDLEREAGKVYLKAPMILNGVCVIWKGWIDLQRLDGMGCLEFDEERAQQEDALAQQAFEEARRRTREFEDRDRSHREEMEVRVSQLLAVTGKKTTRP
# RBBP9 inh – human RBBP9 inhibitors, primary screen, biochemical, fluorescence polarization, FP-Rh probe, HTS. Serine hydrolase RBBP9 (Homo sapiens), O75884. recombinant RBBP9. inhibition, % at 7.94 µM. 0.2% of 220,000 active;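 active means inhibition above the campaign mean of all tested compounds plus 3 SD, cut at about 14% in these data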;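 further: plate controls were DMSO wells with RBBP9 for no effect and wells lacking RBBP9 protein for full effect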
#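 System: RBBP9 protein | Quantity: 2.5 µM RBBP9 dispensing solution, before mixing | Reagent: FP-Rh probe, 375 nM dispensing solution | Timing: Enzyme-compound preincubation 30 min, then probe labeling 45 min, 25 °C | Measured by: Fluorescence polarization | Read-out: % inhibition | Replication: One well per compound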
# Calpain2 inh – inhibitors of pig calpain II, primary screen, biochemical, fluorogenic peptide substrate, 1536-well. inhibition, % at 16 µM. 0.37% of 220,000 active. AID 1236, 2008. purified calpain II, 30 min;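 active means inhibition above about 50%, limit read from the data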
# Runt-CBFb FRET – inhibitors of RUNX1 Runt–CBFb binding, primary screen, biochemical, FRET, Cerulean-Runt, Venus-CBFb, uHTS; AID 1496, 2009; inhibition, % at 20 µM; Runt-related transcription factor 1 (Homo sapiens) + Core-binding factor subunit beta …; 0.46% of 220,000 active; Cerulean-Runt/Venus-CBFb FRET ratio 530/480, 1 h;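 active means inhibition over about 50% at 20 µM in the single-dose screen, limit read from the data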;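 further: 0% = DMSO wells and 100% = excess unlabeled CBFb competitor control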
#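 Doses: 20 µM compound in 1% DMSO | Material: Cerulean-labeled Runt domain protein | Amount: Each fluorescent fusion protein 100 nM | Schedule: Two 1 h room-temperature incubations shielded from light | Measured by: FRET fluorescence | Evaluation: Loss of energy transfer signal | Controls: Unlabeled CBFb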
# EBV gp42 block – Epstein-Barr virus gp42 inhibitors, primary screen, biochemical, uHTS, fluorescence polarization; Glycoprotein 42 (Epstein-Barr virus (strain AG876)), Q1HVG2; Fluorescence polarization binding assay, mP read-out; inhibition, % (tested at 21.74 µM); 0.42% of 220,000 active; in the data active means inhibition above about 50%
# Tb hexokinase – Trypanosoma brucei hexokinase 1 inhibitors, primary screen, biochemical, G6PDH-coupled NADH absorbance, MLSCN library; 0.11% of 220,000 active; inhibition, % at 10 µM; AID 1430, 2008; recombinant TbHK1, G6PDH-coupled NADH A340; hexokinase 1 [Trypanosoma brucei];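 active means inhibition of 50% or more in the single-dose primary screen; inactive means inhibition below 50%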
# p47phox inh – p47phox/p22phox peptide binding inhibitors, primary screen, biochemical, uHTS, NADPH oxidase regulatory subunit. 0.53% of 220,000 active. inhibition, % at 24.7 µM. Neutrophil cytosol factor 1 (Homo sapiens), P14598. fluorescence polarization, 2 h. AID 1274, 2008;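 active means inhibition above about 30%, limit read from the data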;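 further: 0% = p47phox with labelled peptide and 100% = labelled peptide alone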
# Target sequence (P14598 whole entry, looked up): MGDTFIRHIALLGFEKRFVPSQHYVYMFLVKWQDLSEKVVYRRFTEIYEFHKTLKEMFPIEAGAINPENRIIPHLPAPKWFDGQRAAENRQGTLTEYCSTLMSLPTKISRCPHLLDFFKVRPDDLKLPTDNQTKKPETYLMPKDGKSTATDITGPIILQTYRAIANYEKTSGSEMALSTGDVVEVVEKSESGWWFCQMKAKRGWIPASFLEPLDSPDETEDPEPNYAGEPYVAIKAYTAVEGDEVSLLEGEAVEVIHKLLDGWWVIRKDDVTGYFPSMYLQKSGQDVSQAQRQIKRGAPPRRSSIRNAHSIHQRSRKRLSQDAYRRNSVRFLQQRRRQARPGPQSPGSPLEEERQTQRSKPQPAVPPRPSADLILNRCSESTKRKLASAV
# * hit, by the source's call; · = no result given; [ ] = remark or other dose.
SMILES,p97 inhibitor,Furin inhibitor,Runt-SMMHC FRET,RBBP9 inh,Calpain2 inh,Runt-CBFb FRET,EBV gp42 block,Tb hexokinase,p47phox inh
CS(=O)(=O)Nc1cccc(-c2cn3ccccc3n2)c1,2.5,-26.1,-1.4,-0.6,-52.6,-0.1,5.1,-5.9,-6.4
NNC(=O)Cn1c2ccccc2c2ccccc21,5.0,-16.2,-0.1,-3.9,11.8,3.6,-11.8,-1.7,-21.9
Cc1ccc(C)c(NC(=O)CN(C)C(=O)[C@@H](NC(N)=O)C(C)C)c1,6.9,-27.9,-4.0,-5.3,-33.9,1.4,-14.3,-4.8,1.6
Cc1ccc(NC(=O)CC(=O)NCCN2CCOCC2)cc1,11.6,-26.8,-0.1,2.2,-7.3,-0.6,4.0,2.4,-6.1
Cc1cccc(NC(=O)CSc2nc3[nH]ncc3c(=O)[nH]2)c1C,1.3,-19.4,-5.6,-9.6,-1.2,0.7,9.9,0.1,-2.0
CN(c1ccccc1)S(=O)(=O)c1cccc(NS(=O)(=O)c2ccc(/C=C/C(=O)O)cc2)c1,4.9,-12.9,0.8,1.1,-49.1,-3.0,-10.6,-3.1,-17.3
CC(=O)N1c2c(cc(Br)cc2S(=O)(=O)N2CCOCC2)CC1C (centres undefined),3.3,-16.2,3.2,3.5,12.4,0.3,-23.2,5.3,-11.7
S=c1[nH]nc(-c2ccco2)n1/N=C/c1c(Cl)cccc1Cl,8.5,-24.3,13.5,5.0,-3.6,13.0,0.4,-22.9,-6.3
CCOC(=O)N1CCN(C(=O)C2CCN(S(=O)(=O)c3ccc(Cl)cc3)CC2)CC1,-2.5,-32.6[20 µM],1.5,-3.8,14.0,-0.1,-4.6,-9.0,-4.2
Cc1cc(O)c(NC(=O)c2cccc([N+](=O)[O-])c2)cc1C,5.5,-21.0,1.1,-3.2,-18.1,-1.2,-4.8,-14.0,-12.9
COc1cccc(-c2nnc3sc(-c4cccs4)nn23)c1,0.0,-14.1,-7.3,1.9,-32.0,-5.5,-12.2,-0.2,-26.9
CC(=O)c1cnc(Nc2cccc(Cl)c2Cl)s1,1.9,-3.7,0.4,-6.0,23.3,0.6,13.9,-15.6,0.0
O=C(CCSc1nnc2scc(-c3ccccc3)n12)Nc1nc(-c2ccccc2)ns1,4.9,-26.5,1.0,-2.1,9.8,-0.9,-18.1,2.1,2.0
C=CCNC(=O)c1onc(CSc2ccccc2)c1C(=O)O,3.0,-24.2[20 µM],-1.9,3.3,-21.9,-2.8,-13.2,3.0,-14.9
COc1cc(C(=O)Nc2ccc3c(c2)N(C(=O)CCN(C)C)c2ccccc2CC3)cc(OC)c1OC,-0.6,-16.4,0.6,-5.8,-14.3,0.9,-1.4,2.6,-5.0
Cc1nnc(SCC2=C(C(=O)O)N3C(=O)C(NC(=O)Cn4nc(C)c(Cl)c4C)C3SC2)s1 (centres undefined),6.2,-26.0,6.7,-9.4,-33.1,2.1,-13.5,6.9,-11.5
O=C(CCc1ccccc1)NCCSc1ccccc1,-0.3,-14.2,-0.8,-0.3,-8.3,0.1,6.8,0.4,1.4
CCc1ccc(NC(=O)CNC(=O)c2cn(-c3ccccc3OC)c(=O)c3ccccc23)cc1,7.8,-14.6[20 µM],-6.0,-8.7,-183.1,-4.7,-13.2,-9.5,-6.9
CCOc1ccc(-c2nnn(CCC(=O)O)n2)cc1OC,3.0,-18.0[20 µM],-1.0,-1.1,8.6,0.9,-9.0,2.0,1.2
Cc1ccc(NC(=S)NNC(=O)c2ccccc2OC(F)F)cc1,5.8,-8.1[20 µM],4.4,-4.1,-8.3,1.3,-7.1,7.2,-3.4
COCCNC(=O)/C(C#N)=C/c1ccc(OCc2ccc(F)cc2)cc1,-2.0,-12.4,-3.3,-8.6,-13.9,-4.1,-3.7,-24.9,-12.5
CCCCCCCCCCCC(=O)NC(C(=O)O)C(O)c1ccccc1 (centres undefined),0.2,-2.3,-11.9,3.3,16.5,8.7,-2.0,-10.5,-0.6
Cn1cnnc1SCc1ccc(C(=O)N=Nc2c(O)n(Cc3ccc(Cl)cc3)c3ccccc23)cc1,11.9,-1.8,-16.0,-7.1,-42.6,-4.9,3.3,-14.6,18.5
Cc1cccc(NC(=O)COC(=O)c2ccc3c(=O)n4c(nc3c2)CCC4)c1,-2.5,-1.6,5.8,-8.1,-13.4,-3.7,-12.1,22.2,0.2
O=c1[nH]cc(NCCc2ccccc2)c(=O)[nH]1,0.8,-25.9,16.5,-3.5,2.6,8.6,21.0,0.5,-2.4
CCN(CC)CCNC(=O)c1ccc2c(=O)n(CCc3ccccc3)c(=O)[nH]c2c1,-1.1,-20.2,1.6,-8.2,-97.1,-0.4,-1.8,-5.1,-13.5
Cc1cc(N2CCCCC2)nc(N)n1,-4.0,-2.8,1.6,-17.6,10.9,-1.3,0.2,33.7,0.9
O=C(Nn1c(-c2ccccc2)nc2ccccc2c1=O)C1CCC1,7.0,-23.2,1.9,3.9,12.2,1.7,-17.4,4.6,-5.9
O=C(c1ccc2c(c1)OCO2)N1CCC2(CC1)Oc1ccc(Cl)cc1C(=O)C21CC(c2ccc(Cl)cc2)=NO1 (centres undefined),·,-24.6,-1.5,·,-67.3,0.7,-10.3,-10.2,-176.3
CC(=O)N1CCCc2cc(S(=O)(=O)N3CCc4ccccc4C3)ccc21,1.2,-14.6,3.9,-1.6,25.4,-2.5,-17.4,4.4,-8.9
Cc1ccc(/C=C2\CCC(C3CCCC3)C2=O)cc1 (centres undefined),1.2,-25.5,4.0,-8.7,-9.1,-1.3,2.1,1.8,-1.0
CCOc1cc(/C=N/NC(=O)c2ccc(CSc3nncn3C)cc2)ccc1OCC(=O)N1CCOCC1,4.9,-16.3,-0.5,-3.7,-28.0,-1.7,-11.0,-40.0,1.6
[O-]/C(=C(\C(=S)NCc1ccco1)[n+]1ccccc1)c1ccccc1Br,-0.3,-15.0[20 µM],-7.9,-5.0,13.1,7.6,13.6,-10.4,-15.6
CC(=O)Nc1ccc(NC(=O)COC(=O)c2ccccn2)cc1,-1.2,-13.7,3.1,-7.6,3.7,-0.4,0.8,-2.6,2.8
O=c1c2ccccc2nc2ccc(NCc3ccco3)nn12,4.8,-18.1,7.0,-0.4,-99.2,2.5,19.6,-11.7,-18.8
CN1CCN(C(=O)c2cnn3c(C(F)(F)F)cc(-c4cccs4)nc23)CC1,4.5,-5.4,8.6,-9.8,-166.0,3.4,-15.3,-25.1,-13.2
O=[N+]([O-])c1cccc(-c2nc(Oc3ccc(Cl)cc3)c3ccccc3n2)c1,5.5,-14.0,4.6,-6.9,-6.0,4.2,-7.2,35.2,-8.3
Cc1ccc(S(=O)(=O)N(Cc2n[nH]c(=S)n2-c2ccccc2)c2ccccc2)cc1,2.1,-9.5,3.3,3.5,-23.6,6.9,-16.9,-4.7,-1.8
CN(C)CCNC(=O)C1CC(=O)N(c2ccc(F)c(Cl)c2)C1 (centres undefined),5.6,-15.7[20 µM],-0.3,-3.5,-21.9,3.0,-15.3,-3.2,3.2
COc1ccc(C2C(C(=O)c3ccco3)=C(O)C(=O)N2c2nnc(C)s2)cc1 (centres undefined),3.9,-24.6,-11.5,-4.2,-14.4,1.8,42.8,-8.6,2.0
CN1CCN(S(=O)(=O)c2ccc(NC(=S)NC(=O)c3ccccc3)cc2)CC1,1.3,-10.9[20 µM],0.2,-4.8,0.1,-0.3,3.5,-13.4,-6.5
COc1ccc(-n2c(SCC(N)=O)nnc2-c2cccnc2)cc1,-0.3,-20.5[20 µM],0.8,-0.9,19.1,-1.4,-18.8,1.2,0.6
CCN(CC)CC(=O)Nc1cccc(S(=O)(=O)N2CCCC2)c1,6.9,-20.4,-3.8,11.3,16.0,2.8,-17.9,-1.8,0.3
CCOc1c(N2CCCCC2)c(=O)c1=O,-2.2,-10.9,3.7,-5.9,-1.7,-0.8,-28.3,-2.1,-5.6
CCCCCNC(=O)c1c[nH]c2ccc(S(=O)(=O)N3CCC4(CC3)OCCO4)cc2c1=O,0.4,-18.1,-1.8,-1.2,-1.9,-2.1,2.2,-4.5,6.6
O=C1CC(Sc2ccc(Cl)cc2)C(=O)N1c1ccc2c(c1)OCCO2 (centres undefined),-5.8,-4.9,-1.8,0.1,21.6,5.7,-7.5,2.3,-7.6
CCOc1cc(C(=O)CCC(=O)OCC(=O)Nc2ccc(C)c(S(=O)(=O)N(C)C)c2)ccc1O,-1.0,-15.6,-1.9,-5.5,2.4,-1.1,10.0,-5.1,3.7
CSc1nc(C)c(CCOCc2ccc(F)cc2)c(=O)[nH]1,-0.1,-11.9,-4.5,-4.5,-38.1,-0.5,-15.5,0.1,-14.6
Cc1ccccc1NC(=S)NCc1ccc2c(c1)cc(C)n2C,2.9,-15.9,2.8,-11.4,-7.4,-11.1,4.8,1.3,10.1
Cc1ccc(-c2c(C)n([O-])c3c([n+]2=O)CCCCC3)cc1,-0.6,-26.1,3.1,-4.3,-0.5,-0.3,-2.1,-15.2,-0.8

# 5 of the compounds above, with the structure last.
p97 inhibitor | Furin inhibitor | Runt-SMMHC FRET | RBBP9 inh | Calpain2 inh | Runt-CBFb FRET | EBV gp42 block | Tb hexokinase | p47phox inh | SMILES
-0.3 | -20.5[20 µM] | 0.8 | -0.9 | 19.1 | -1.4 | -18.8 | 1.2 | 0.6 | COc1ccc(-n2c(SCC(N)=O)nnc2-c2cccnc2)cc1
-0.1 | -11.9 | -4.5 | -4.5 | -38.1 | -0.5 | -15.5 | 0.1 | -14.6 | CSc1nc(C)c(CCOCc2ccc(F)cc2)c(=O)[nH]1
-2.2 | -10.9 | 3.7 | -5.9 | -1.7 | -0.8 | -28.3 | -2.1 | -5.6 | CCOc1c(N2CCCCC2)c(=O)c1=O
-5.8 | -4.9 | -1.8 | 0.1 | 21.6 | 5.7 | -7.5 | 2.3 | -7.6 | O=C1CC(Sc2ccc(Cl)cc2)C(=O)N1c1ccc2c(c1)OCCO2 (centres undefined)
0.4 | -18.1 | -1.8 | -1.2 | -1.9 | -2.1 | 2.2 | -4.5 | 6.6 | CCCCCNC(=O)c1c[nH]c2ccc(S(=O)(=O)N3CCC4(CC3)OCCO4)cc2c1=O

# New compounds follow
SMILES,p97 inhibitor,Furin inhibitor,Runt-SMMHC FRET,RBBP9 inh,Calpain2 inh,Runt-CBFb FRET,EBV gp42 block,Tb hexokinase,p47phox inh
C[C@H]1C[C@H]2[C@@H]3CCC4=CC(=O)C=C[C@]4(C)[C@@]3(Cl)[C@@H](O)C[C@]2(C)[C@@]1(O)C(=O)CO,-0.1,-3.7,0.3,-7.1,18.1,-0.9,-8.1,5.2,6.4
Cc1nnc(SC(C)C(=O)Nc2ccc(S(=O)(=O)N3CCCCC3)cc2)s1 (centres undefined),-4.9,3.7,5.3,1.6,-4.0,-2.6,1.3,4.6,-4.0
Cn1c(N)c(C(=O)COC(=O)CCc2ccccc2)c(=O)n(C)c1=O,1.0,-28.9,3.4,-6.4,14.0,2.0,-6.0,-4.5,-1.5
O=C(Nc1nc2ccccc2n1CCN1CCCCC1)c1ccc(Cl)cc1,3.6,-20.4[20 µM],-5.7,-4.0,-42.7,-0.3,-16.5,0.5,-7.3

# Bioassay records from PubChem.
